Compound activity from PubChem BioAssay.
CHT block: inhibitors of human choline transporter CHT; CHT-expressing cells, membrane potential dye, choline response; active compounds read low; 0.86% of 310,000 active; B-score at 10 µM; AID 488975, 2010; High affinity choline transporter 1 (Homo sapiens), Q9GZV3;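 active = B-score over 3 SD under the library average, and starting fluorescence ratio not unusually high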;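 also: choline stimulus applied at its EC90 after an EC20 pre-addition; B-score computed on integrated fluorescence ratio after choline addition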
Target sequence (Q9GZV3 whole entry, looked up): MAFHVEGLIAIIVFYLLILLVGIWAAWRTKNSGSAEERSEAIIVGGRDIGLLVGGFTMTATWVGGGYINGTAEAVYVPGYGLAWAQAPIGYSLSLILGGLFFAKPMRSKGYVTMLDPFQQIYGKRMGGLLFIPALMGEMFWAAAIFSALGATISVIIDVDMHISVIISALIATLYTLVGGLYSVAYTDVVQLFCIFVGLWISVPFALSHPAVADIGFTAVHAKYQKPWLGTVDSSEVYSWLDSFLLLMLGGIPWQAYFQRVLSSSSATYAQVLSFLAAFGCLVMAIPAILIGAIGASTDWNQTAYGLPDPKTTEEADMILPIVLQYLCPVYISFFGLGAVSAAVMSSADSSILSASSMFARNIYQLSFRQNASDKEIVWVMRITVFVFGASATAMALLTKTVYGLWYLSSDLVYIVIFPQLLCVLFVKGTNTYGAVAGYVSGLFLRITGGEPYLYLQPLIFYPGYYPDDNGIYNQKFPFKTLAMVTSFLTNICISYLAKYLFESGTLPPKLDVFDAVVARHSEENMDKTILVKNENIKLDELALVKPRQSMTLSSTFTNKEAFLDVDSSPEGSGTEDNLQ
STK33 inh: inhibitors of purified STK33 kinase, primary screen, biochemical, ADP-Glo luminescence, homogeneous, cell-free | Serine/threonine-protein kinase 33 (Homo sapiens), Q9BYT3 | MBP phosphorylation | inhibition, % at 10 µM | 0.073% of 320,000 active | AID 2661, 2010;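 active = inhibition at or above 25%, using the most active replicate where run in duplicate; inactive = inhibition below 25%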
Target sequence (Q9BYT3 whole entry, looked up): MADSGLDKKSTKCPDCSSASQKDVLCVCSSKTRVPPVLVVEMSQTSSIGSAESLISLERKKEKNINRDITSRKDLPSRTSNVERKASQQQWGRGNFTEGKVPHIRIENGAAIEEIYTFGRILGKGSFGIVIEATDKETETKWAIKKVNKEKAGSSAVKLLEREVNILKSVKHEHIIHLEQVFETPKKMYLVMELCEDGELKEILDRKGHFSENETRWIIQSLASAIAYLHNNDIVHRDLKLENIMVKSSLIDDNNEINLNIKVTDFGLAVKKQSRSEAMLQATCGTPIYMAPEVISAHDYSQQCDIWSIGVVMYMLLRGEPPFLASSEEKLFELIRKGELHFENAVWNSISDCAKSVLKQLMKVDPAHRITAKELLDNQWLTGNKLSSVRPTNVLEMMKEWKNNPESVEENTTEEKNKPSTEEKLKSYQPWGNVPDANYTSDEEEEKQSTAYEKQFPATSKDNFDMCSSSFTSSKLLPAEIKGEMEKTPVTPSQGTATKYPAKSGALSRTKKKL
CHT allo act: CHT positive allosteric modulators, primary screen, cell-based, membrane potential dye, choline EC20 | High affinity choline transporter 1 (Homo sapiens), Q9GZV3 | 0.49% of 310,000 active | B-score at 10 µM | CHT-expressing cells; active compounds read high; LV-AA mutant CHT in HEK293 cells;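 active = initial fluorescence not abnormally high and integrated response B-score, plate-corrected, over 3 SD above library mean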
Starred values were filed as active, the others as inactive; i = inactive; x = not tested or not shown; & = joins results of further samples.

SMILES	CHT block	STK33 inh	CHT allo act
C=CCN(CC=C)S(=O)(=O)c1ncn[nH]1	i	-1.7	i
COc1cccc(/C=N/NC(=O)c2c(C)nc3ccc(Cl)cn23)c1OC	i	0.0	i
Cc1cc(=O)oc2cc(OCCc3ccccc3)ccc12	i	-0.3	i
CSc1cccc(NC(=O)c2ccc(CN3CCc4ccccc4C3)cc2)c1	i	-0.6	i
C/C(=N\NC(=O)c1c[nH]c2ccccc12)c1ccco1	i	2.8	i
COc1ccc(CCNC(=O)C/C(C)=N/NC(=O)c2ccc(Cl)cc2Cl)cc1OC	i	0.8	i
C=CCOc1c2ccc(C(=O)NCCc3ccc(C)cc3)cc2nn1C	i	0.1	i
O=C(Cc1ccc(Br)cc1)NC1CCCc2ccccc21 (stereo not given)	i	-3.0	i
COc1ccccc1N(C)S(=O)(=O)c1ccc(C(=O)NC2CCCCCC2)cc1	i	-1.5	i
COC(=O)c1sc(SC)c(S(=O)(=O)C(C)C)c1N/N=C(\C#N)S(=O)(=O)c1ccccn1	i	-0.6	i
CCOC(=O)N1CCN(C(=O)c2ccc(C)c(S(=O)(=O)Nc3cccc(C)c3C)c2)CC1	i	0.8	i
NC(=O)c1ccc(-c2ccc(Br)cc2)o1	i	-1.4	i
Cc1ccc(CNC(=O)CCC2CCCN(Cc3c(C)nn(C(C)C)c3C)C2)o1 (stereo not given)	i	-0.1	i
Cc1ccnc(NS(=O)(=O)c2ccc(NS(=O)(=O)c3ccccc3)cc2)n1	i	-0.7	i
O=S(=O)(c1cccc2nsnc12)N1CCCC1	i	-1.0	i
CCOc1ccc(N(CC(=O)N2CCOCC2)S(=O)(=O)c2ccc(F)cc2)cc1	i	-1.3	i
CC(C)Cc1nnc(NC(=O)CCNC(=O)c2ccco2)s1	i	1.7	i
COc1ccc2c(=O)c3c(=O)n(Cc4ccco4)c(-c4ccco4)nc3oc2c1	i	-0.2	i
CN1CCN(C(=O)/C(=C\c2cccs2)NC(=O)c2ccco2)CC1	i	-1.4	i
CCCCC(CCCC)=N/N=C/c1c(O)n(CC)c2cc(C3=NNC(=O)CC3)ccc12	i	0.5	i
CN(C)S(=O)(=O)n1cc(/C=C(\NC(=O)c2ccccc2F)C(=O)NCCCN2CCOCC2)c2ccccc21	i	-2.4	i
CCOC(=O)c1cnc2ccc(C)cc2c1OCc1cc(F)cc(F)c1	i	-2.6	i
COc1ccc(Br)cc1S(=O)(=O)Nc1ccc(Cl)cn1	i	-0.8	i
COc1ccccc1-c1cn(-c2ccccc2)c(=S)[nH]1	i	0.0	i
COc1cc2c(cc1OC)CN(C(=O)c1cccc([N+](=O)[O-])c1)CC2	i	-0.5	i
Cc1cc(C)c(NC(=O)CN2CCCCCC2)c(C)c1	i	-0.2	i
CC(C[N+](C)(C)C)OC(=O)C1(c2ccccc2)CCCC1 (stereo not given)	i	-1.8	i
O=C(COC(=O)COc1ccc(Nc2ccccc2)cc1)NCc1ccco1	i	1.8	i
CCOc1ccc(C2Oc3nc(SC)nnc3-c3ccccc3N2C(C)=O)cc1OC (stereo not given)	i	-0.9	i
Cc1ccc(N2C(=O)CC2(C#N)c2ccc(OCc3ccccc3)cc2)cc1 (stereo not given)	i	-2.6	i
COc1ccc(C(CNC(=O)c2oc3ccc(F)cc3c2C)N2CCCCC2)cc1 (stereo not given)	i	x	i
CC12CCC(C(=O)NCc3ccccc3)(OC1=O)C2(C)C (stereo not given)	i	-0.1	i
C#CCOCCOCCOCCNc1nc(N2CCOCC2)nc(N2CCN(C(=O)[C@H](CCCCN)n3cc([C@@H](N)CC(C)C)nn3)CC2)n1	i	-1.9	i
CCC(Br)C(=O)Nc1ccc(OC)cc1 (stereo not given)	i	0.8	i
O=C(O)CCN=C1CCCc2ccccc2N1	i	-1.5	i
COc1ccc(C(=O)COC(=O)c2ccc(OC)c(OC)c2)cc1OC	i	0.3	i

Four of these compounds, reformatted:
Values in the order: CHT block	STK33 inh	CHT allo act
> Cc1cc(C)c(NC(=O)CN2CCCCCC2)c(C)c1
  i	-0.2	i
> CC(C[N+](C)(C)C)OC(=O)C1(c2ccccc2)CCCC1 (stereo not given)
  i	-1.8	i
> O=C(COC(=O)COc1ccc(Nc2ccccc2)cc1)NCc1ccco1
  i	1.8	i
> CCOc1ccc(C2Oc3nc(SC)nnc3-c3ccccc3N2C(C)=O)cc1OC (stereo not given)
  i	-0.9	i

Later entries.
SMILES	CHT block	STK33 inh	CHT allo act
Cn1cc([N+](=O)[O-])c(C(=O)N/N=C/c2ccncc2)n1	i	-1.5	i
CCN(CC)S(=O)(=O)c1ccc(S(=O)(=O)Nc2c(C)nn(C)c2C)cc1	i	0.0	i
Cc1ccc(-c2nnc(N3CCC(C)CC3)c3ccccc23)cc1	i	0.3	i
CC(C)(Oc1ccc(CCNC(=O)c2ccc(-c3ccccc3)o2)cc1)C(=O)O	i	0.9	i
Cc1ccc2c(c1C)NC(=O)C2(O)CC(=O)c1ccc2c(c1)OCO2 (stereo not given)	i	0.1	i
O=C(/C=C/Nc1ccc(F)cc1)c1cccs1	i	1.1	i
Cc1nnc(SCc2ccccc2Cl)n1CC1CCCO1 (stereo not given)	i	-3.8	i
Cc1ccc(S(=O)(=O)NCC(=O)NC2CC2)cc1	i	-0.7	i
Cc1oc(-c2cc(F)ccc2F)nc1CN(C)Cc1ccc2nccnc2c1	i	0.0	i
CCC(c1nnc(SCC(=O)Nc2cccc(S(N)(=O)=O)c2)n1Cc1ccccc1)N(C)C (stereo not given)	i	-0.5	i
Cc1ccc(CN(C)C(=O)c2cc(COc3cccc(C(F)(F)F)c3)on2)o1	i	0.9	i
Cc1nn(Cc2ccc(C(=O)Nc3ccccc3F)cc2)c(C)c1Cl	i	0.3	i
Cc1c(/C(O)=C2/C(=O)C(=O)N(CCN3CCOCC3)C2c2cccnc2)cnn1-c1ccccc1 (stereo not given)	i	-0.2	i
COC(=O)C1CSC(C(=O)OC)N1C(=O)CN1CC(C)OC(C)C1 (stereo not given)	i	0.2	i
O=C(NC(=S)NCCC1=CCCCC1)c1ccccc1Br	i	0.0	i
COC(=O)c1cn(-c2cccc(C)n2)cn1	i	-1.5	i
Cc1csc(Sc2ccc([N+](=O)[O-])cc2C(=O)OCC(=O)NC(=O)NC(C)(C)C)n1	i	-0.1	i
CCOC(=O)C1=C2NC(=O)c3ccccc3N2C(=O)C1	i	0.3	i
O=C(NCCC1CCCCN1S(=O)(=O)c1cccs1)C(=O)Nc1cccc(F)c1 (stereo not given)	i	-0.4	i
Cn1c(N)c(C(=O)c2cc(-c3ccncc3)nc3ccccc23)c(=O)n(C)c1=O	i	-3.0	i
COc1ccc(C2=Nn3c(nnc3-c3ccncc3)SC2)cc1	i	8.5	i
CCOC(=O)c1c(C)n(C)c2ccc(OC)c(NC(=O)CN3CCN(Cc4ccccc4)CC3)c12	i	-0.4	i
CS(=O)(=O)c1ccc([C@@H](O)[C@@H](CF)NC(=O)C(Cl)Cl)cc1	i	-1.0	i
O=C(O)CCc1nnc(SCC(=O)Nc2ccc(Br)cc2)[nH]c1=O	i	-0.3	i
COCCn1c(SCc2ccc(OC)c(F)c2)nnc1-c1ccncc1	i	-1.5	i
CC(=O)c1cc(-c2ccccc2)n(CC(=O)Nc2cc(C)cc(C)c2)c1C	i	-0.2	i
COC(=O)CSc1nnc(CNC(=O)c2cccs2)n1-c1cc(OC)ccc1OC	i	-1.3	i
Cc1ccc(C)c(NS(=O)(=O)c2ccc3[nH]c(=O)oc3c2)c1	i	-0.5	i
O=C(O)Cc1ccc(C(=O)c2ccc(Cl)cc2Cl)s1	i	-1.0	i
Cc1nc(-c2ccc(Cl)cc2)sc1C1(C)CC(c2cccc(F)c2)=NO1 (stereo not given)	i	-0.6	i
O=C(NNC(=S)Nc1ccccc1)c1ccccc1[N+](=O)[O-]	i	0.1	i
COc1ccc(CCNC(=O)C2CCCN2C(=O)NC2CCCCC2)cc1OC (stereo not given)	i	0.2	i
O=C(Nc1ccccc1)N1CCC(=S)Nc2ccccc21	i	-0.4	i
O=C(CSc1nc2c(c(=O)[nH]1)CCCC2)Nc1ccc(Cl)cc1F	i	-2.5	i
Brc1ccc(N=NNc2ccccc2)cc1	i	-1.4	i
Cc1ccc(-c2nnc(Nc3ccc4c(c3)nc(C)n4C)c3ccccc23)cc1	i	1.2	i

Quoted from the listing:
COC(=O)CSc1nnc(CNC(=O)c2cccs2)n1-c1cc(OC)ccc1OC in STK33 inh is entered as -1.3
COc1ccc(CCNC(=O)C2CCCN2C(=O)NC2CCCCC2)cc1OC (stereo not given) in STK33 inh is entered as 0.2

Next results:
SMILES	CHT block	STK33 inh	CHT allo act
COC(=O)C(=O)/C=C(\O)c1c(C)cc(C)cc1C	i	-1.9	i
CCOC(=O)c1c(Cc2cccc(Cl)c2)c[nH]c1C	i	-2.0	i
CCCNC(=O)c1ccc(N2CCC3(CC2)CC(c2ccccc2)=NO3)c(NC(=O)Cc2ccc(F)cc2)c1	i	-2.2	i
CCCCC(=O)Nc1ccc(C(=O)N2CCN(c3ccccc3OC)CC2)cc1	i	-0.6	i
S=C(NCc1ccncc1)Nc1ccccc1	i	-0.1	i
Nc1c(C(=O)O)sc2nc(-c3ccccc3)cc(-c3ccc(Cl)cc3)c12	i	-2.5	i
CCn1c(=O)[nH]c2cc(Cl)c(Cl)cc21	i	-1.0	i
CCOC(=O)C1CCN(C(c2ccc(OC)c(OC)c2)c2sc3nc(C)nn3c2O)CC1 (stereo not given)	i	-0.3	i
CN(CC(=O)Nc1nc2ccccc2s1)S(=O)(=O)c1ccc(Br)cc1	i	-0.6	i
CON/C=N/C(=S)Nc1ncc(C(F)(F)F)cc1Cl	i	-0.5	i
CCCn1nnnc1NCc1ccc(N2CCCC2)cc1	i	-0.8	i
O=C(c1cc2cccc([N+](=O)[O-])c2oc1=O)N1CCOCC1	i	-0.4	i
CCCCc1ccc(-c2c(C#N)c(N)nc3c2CCCC3)s1	i	-0.4	i
CCOC(=O)c1ccc(NC(=O)C2=C(C)Nc3nc(CCCO)nn3C2c2cccc(C)c2)cc1 (stereo not given)	i	-1.7	i
O=C(COc1ccccc1F)NCC(c1ccco1)N1CCCC1 (stereo not given)	i	-0.5	i
N#C/C(=C\Nc1ccc2c(c1)OCCO2)c1nc(-c2ccccc2)cs1	i	7.5	i
Cc1onc(-c2ccccc2)c1C(=O)Nc1ccon1	i	-1.0	i
CCC(=O)Nc1ccc(Cl)c(NC(=O)c2cccc(OC)c2)c1	i	-0.1	i
CCOC(=O)NN1C(=O)c2ccccc2NC1C (stereo not given)	i	-0.5	i
O=C(CSC(=S)N1CCCC1)N1CCN(S(=O)(=O)c2ccccc2F)CC1	i	0.4	i
CCOC(=O)c1sc2nc(COC(=O)c3c(F)cccc3F)[nH]c(=O)c2c1C	i	x	i
C=CCn1nc(-c2ccccc2)c(N2CCCCC2)cc1=O	i	0.2	i
COc1ccc(NC(=O)c2ccc(N3C(=O)C4CC=C(C)CC4C3=O)cc2)c(OC)c1 (stereo not given)	i	0.5	i
O=C(NCCN1C(=O)S/C(=C/c2cccnc2)C1=O)C1CC(=O)N(Cc2ccccc2)C1 (stereo not given)	i	4.0	i

Looked up one by one from above, three records:
SMILES	CHT block	STK33 inh	CHT allo act
CCOC(=O)NN1C(=O)c2ccccc2NC1C (stereo not given)	i	-0.5	i
CCOC(=O)c1ccc(NC(=O)C2=C(C)Nc3nc(CCCO)nn3C2c2cccc(C)c2)cc1 (stereo not given)	i	-1.7	i
O=C(NCCN1C(=O)S/C(=C/c2cccnc2)C1=O)C1CC(=O)N(Cc2ccccc2)C1 (stereo not given)	i	4.0	i

Single records, as listed above:
Cc1nc(-c2ccc(Cl)cc2)sc1C1(C)CC(c2cccc(F)c2)=NO1 (stereo not given) across the screens: CHT block: i; STK33 inh: -0.6; CHT allo act: i
O=C(CSC(=S)N1CCCC1)N1CCN(S(=O)(=O)c2ccccc2F)CC1 across the screens: CHT block: i; STK33 inh: 0.4; CHT allo act: i

Following part:
SMILES	CHT block	STK33 inh	CHT allo act
COc1cc(CN2CCN(c3cc(C)ccc3C)CC2)cc([N+](=O)[O-])c1O	i	0.0	i
COC(=O)c1nc(NNC(=O)c2ccccc2)sc1-c1ccccc1	i	-0.9	i
Cc1cc2cc3c(cc2nc1SCC(=O)OC(C)C)OCCO3	i	-0.3	i
CCn1c(SCC(=O)NCCc2ccccc2)nc2c([nH]c3ccccc32)c1=O	i	1.6	i
COc1ccc2c(C)cc3n[nH]c(=S)n3c2c1	i	0.5	i
O=C(Nc1ccccc1C(=O)Nc1ccc2c(c1)OCO2)c1cccs1	i	1.5	i
CCCc1nn2c(N)c(/C=C3\C=Nc4ccccc43)c(=O)nc2s1	i	-2.5&0.5	i
Cn1c(-c2cc(Cl)ccc2O)nc2c1c(=O)[nH]c(=O)n2Cc1ccccc1	i	-1.0	i
Oc1ccc(Br)cc1/C=N/n1c(COc2ccccc2)n[nH]c1=S	i	0.5	i
Nc1cccc(Nc2nc(OC(C(F)(F)F)C(F)(F)F)nc(OC(C(F)(F)F)C(F)(F)F)n2)c1	i	-0.5	i
O=C(C1CCN(S(=O)(=O)N2CCC3(CC2)OCCO3)CC1)N1CCN(Cc2ccccc2)CC1	i	-1.6	i
CCCCOC(=O)c1cc(C)nc2ccc(Br)cc12	i	-0.5	i
Cc1cc(C)cc(NC(=O)OCCN2CCN(Cc3ccccc3)CCC2=O)c1	i	-0.2	i
COc1ccc(/C=C(\C#N)C(=O)OCC(=O)NCc2ccccc2OC)cc1	i	x	i
CC1=C(C(=O)N2CCCCC2)C(c2cccs2)C2=C(CCCC2=O)N1 (stereo not given)	i	-0.8	i
COC(CNC(=O)c1ccc2c(c1)nc(C)n2-c1cc(C)cc(C)c1)OC	i	-1.0	i
O=C(C1CCN(S(=O)(=O)c2ccccc2[N+](=O)[O-])CC1)N1CCOCC1	i	-0.6	i
